KAT2A inh = qHTS Assay for Inhibitors of GCN5L2. Histone acetyltransferase KAT2A (Homo sapiens), Q92830. GCN5L2 HAT assay, ThioGlo1 CoA-SH fluorescence. Potency, µM (series often up to 58.9 µM), for the others: top-dose activity change, negative = inhibition, hits mostly inhibitors. actives 0.21% (n = 390,000). AID 504327, 2011
Target sequence (Q92830 whole entry, looked up): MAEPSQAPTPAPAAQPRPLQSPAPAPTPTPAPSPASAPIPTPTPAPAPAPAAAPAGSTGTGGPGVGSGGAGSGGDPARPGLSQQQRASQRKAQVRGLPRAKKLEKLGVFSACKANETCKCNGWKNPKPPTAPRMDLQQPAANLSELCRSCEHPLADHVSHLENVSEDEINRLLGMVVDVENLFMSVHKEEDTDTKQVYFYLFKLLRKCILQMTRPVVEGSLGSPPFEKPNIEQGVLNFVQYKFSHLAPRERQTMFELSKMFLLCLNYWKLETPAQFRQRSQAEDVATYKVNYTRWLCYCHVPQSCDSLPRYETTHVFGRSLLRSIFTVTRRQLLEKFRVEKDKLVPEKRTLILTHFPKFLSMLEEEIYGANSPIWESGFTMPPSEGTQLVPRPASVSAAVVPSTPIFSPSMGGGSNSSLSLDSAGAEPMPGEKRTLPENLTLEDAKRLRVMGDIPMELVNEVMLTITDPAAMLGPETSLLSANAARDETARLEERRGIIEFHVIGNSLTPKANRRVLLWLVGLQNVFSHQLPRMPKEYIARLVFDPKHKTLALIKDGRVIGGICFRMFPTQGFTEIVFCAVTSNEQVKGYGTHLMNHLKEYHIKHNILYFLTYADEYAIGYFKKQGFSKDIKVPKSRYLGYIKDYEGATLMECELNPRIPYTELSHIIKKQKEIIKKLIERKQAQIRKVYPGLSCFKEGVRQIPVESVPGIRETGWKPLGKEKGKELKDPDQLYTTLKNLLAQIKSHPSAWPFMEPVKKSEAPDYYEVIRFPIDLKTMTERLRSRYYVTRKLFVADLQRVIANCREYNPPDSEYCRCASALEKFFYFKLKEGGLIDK
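Enzyme at 20nM final was mixed with library compounds for 15 min at room temperature. Peptide H3(1-25) at 75uM, acetyl-CoA at 70uM and ThioGlo1 at 50uM were then added. Plates were read immediately and after 20 min (Ex340nm/Em540nm).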
DT40 TDP1 CPT = qHTS for Inhibitors of human tyrosyl-DNA phosphodiesterase 1 (TDP1): qHTS in cells in presence of CPT; AID 686979, 2013; actives 12% (n = 420,000); Potency, µM (series often up to 46.2 µM), inactives show at the top dose activity change, negative = growth inhibition, usual class: inhibitors; chicken DT40 Tdp1-/-;hTDP1 cells + 20 nM CPT, ATP luminescence, 48 h; note: nearly all actives have a fitted effect of over 55% in size
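Chicken DT40 Tdp1-/- cells complemented with human TDP1, 400 cells/well, exposed to compounds plus 20 nM camptothecin for at least 48 h at 37 C; viability read as ATP content by CellTiter-Glo luminescence.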
DT40 TDP1 no CPT = qHTS for Inhibitors of human tyrosyl-DNA phosphodiesterase 1 (TDP1): qHTS in cells in absence of CPT; DT40 Tdp1-/- hTDP1 cells, no CPT, ATP luminescence, 48 h; Potency, µM (top dose mostly 46.2 µM), without a hit: at the top dose activity change, negative = growth inhibition, hits mostly inhibitors; actives 15% (n = 420,000); AID 686978, 2013; note: nearly all actives have a fitted effect of over 55% in size
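No-CPT arm: Tdp1-/-;hTDP1 DT40 cells (400/well) plus compounds, incubated ≥48 hr at 37 °C. Readout CellTiter-Glo luminescence.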
* = called active by the depositor; ? = inconclusive; / = not tested or not shown; [ ] = remark or other dose. Calls come from the whole dose curve; as a rule, active = well fitted curve in the direction sought with a large enough effect; inconclusive = small, poorly fitted or top-dose-only effect, or another doubt; inactive = no such curve, though single readings can be large; an effect the other way counts as inactive or inconclusive. % is set by controls: 0 for no effect and ±100 for the full control effect; potency is the fitted concentration of half-maximal effect. This is a subset; the hit share may differ from the screen's.

SMILES	KAT2A inh	DT40 TDP1 CPT	DT40 TDP1 no CPT
COc1cc2c(cc1OC)CN(C(=O)/C=C/c1ccc(F)cc1)CC2	4%	?	?
COc1ccccc1OCC(=O)O/N=C(\N)c1ccccn1	-1%	-16%	-2%
CC(=O)OC1CCC2(C)C(=CC=C3C2CCC2(C)C3CCC2C(C)/C=C/C(C)C(C)C)C1(C)C (stereo unspecified)	0%	4%	-6%
COc1cccc(-c2cccc(-c3nc(C(=O)Nc4ccc(-c5ccccc5)cc4)cc4c3[C@H](CCO)N(S(=O)C(C)(C)C)C4)c2)c1 (stereo partly specified)	/	?	?
COc1ccc(C(=O)N2CCC(=O)N(C(CO)Cc3ccccc3)CC2)cc1 (stereo unspecified)	-6%	-28%	-9%
NNC(=O)c1cccc(COc2ccc(Br)cc2)c1	-2%	21µM*	?
CCCCN(C)C(=O)C1CCN(Cc2cccc(OCc3ccccc3)c2)CC1	1%	?	?
CCN(CC)C1CC(=O)N(c2cccc(Cl)c2)C1=O (stereo unspecified)	-9%	?	23µM*
O=C(C(Cc1ccccc1)n1cccc1)N1CCN(Cc2ccccc2)CC1 (stereo unspecified)	-2%	?	-30%
CC1CCCN(S(=O)(=O)c2ccc3oc(=O)ccc3c2)C1 (stereo unspecified)	1%	-9%	3%
Cc1cc(C)cc(-c2nnc(SCC(=O)N3CCN(C(=O)c4ccco4)CC3)o2)c1	-1%	?	-28%
O=C1/C(=C/c2ccco2)Oc2c1ccc(O)c2CN1CCCCC1	-15%	?	?
Cc1cccc(C(=O)O)c1[N+](=O)[O-]	-8%	6%	3%
NC(=S)NC(=O)/C=C/c1ccccc1	-4%	-10%	?
COc1cccc(CN2CC(C(=O)NCCc3nccs3)CCC2=O)c1 (stereo unspecified)	/	-7%	1%
COC(=O)CC1=NN(c2ccc(OC)cc2)C(=O)C1	0%	0%	-8%
Cn1cc(S(=O)(=O)CC(=O)N2CCCc3ccccc32)c2ccccc21	-8%	-26%	?
C=CCN(c1ccccc1OC)S(=O)(=O)c1cccc(C(=O)OC2CCOC2=O)c1 (stereo unspecified)	?	22%	0%
O=C(Nc1ccc(F)cc1)C1CC(=O)n2ncnc2N1 (stereo unspecified)	-11%	-6%	-3%
C=CCOc1ccc(C2NC(=O)NC(C)=C2C(=O)OC)cc1 (stereo unspecified)	-11%	?	-24%
O=C(c1cccc(S(=O)(=O)Nc2ccccc2Cl)c1)N1CCCCCC1	-17%	-14%	-16%
Cc1cc(C)n(C2CCCCC2OC(=O)c2ccccc2)n1 (stereo unspecified)	1%	-15%	?
COc1ccc(-c2noc(N3CCC(C(=O)NCc4ccccc4Cl)CC3)n2)cc1	?	16µM*	26µM*
Cc1cccc(NC(=O)NCc2ccc3[nH]c(C)cc3c2)c1	-12%	-15%	-2%
Nc1nc(N)c2c(ccc3nccc32)[nH]1	-6%	1.8µM*	1µM*
CCCNC(=O)NCCc1c(C)[nH]c2ccccc12	3%	9%	-7%
Cc1c(NC(=O)Nc2cccc(F)c2)c(=O)n(-c2ccccc2)n1C	-1%	7%	22%
CC(C)C(=O)N[C@@H]1c2ccccc2CC[C@@H]1O	4%	0%	-11%
Cc1ccc(C)c(N2CCN(C(=O)CCc3nc(-c4cccc(F)c4)no3)CC2)c1	-5%	?	?
COc1ccc(-c2nn(-c3ccccc3)cc2/C=N/NC(=O)c2ccc(Br)o2)cc1	25µM*	21µM*	21µM*
Cc1cc2c(cc3c(SCc4cccc(Cl)c4)nnc(C)n32)o1	-4%	?	?
CC(C)c1ccc(O)c(NC(=S)NC(=O)c2cccnc2)c1	-8%	4.6µM*	18µM*
CCCCNS(=O)(=O)c1ccc(NC(=O)Cc2ccc(OC)cc2)cc1	-5%	13µM*	7.3µM*
CCc1ccc2[nH]cc(S(=O)(=O)c3ccc(C(C)C)cc3)c(=O)c2c1	-1%	?	?
CNC(=O)c1ccc2nc(Cc3ccccc3)oc2c1	-7%	-15%	-16%
O=C1c2ccccc2C(=O)N1CCCCSc1nc2ccccc2o1	-7%	8%	3%
Cc1cccc(N=Nc2c(O)[nH]c3ccc(Br)cc23)c1	0%	?	2%
O=C(Nc1ccc(Oc2ccccc2)cc1)C1CCN(S(=O)(=O)c2ccc(Cl)cc2)CC1	-1%	-18%	?
Cc1nnc(SC(C(=O)c2ccccc2)c2ccccc2)[nH]c1=O (stereo unspecified)	15%	0%	-3%
COc1ccc([C@@H]2[C@@H](O)[C@H](O)[C@@H](C)N2C)cc1OC	/	-20%[9.04 µM]	-16%[9.04 µM]
c1ccc(-c2cn3nc(-c4ccccc4)sc3n2)cc1	/	-1%	2%
COc1ccccc1N1CCN(C2=NS(=O)(=O)c3ccccc32)CC1	-7%	-26%	?
CS(=O)(=O)N1CCc2cc(C(=O)Nc3ccc(C(F)(F)F)cc3)ccc21	3%	9.2µM*	8.2µM*
CN(Cc1ccco1)S(=O)(=O)c1ccc(CN2C(=O)c3cccnc3C2=O)s1	1%	12%	0%
C/C(Cl)=C\Cn1c(Nc2cccc(C)c2)nc2c1c(=O)n(C)c(=O)n2C	-4%	?	?
CCC(C)NC(=O)c1ccccc1NC(=O)c1ccc(CSc2ccccc2)cc1 (stereo unspecified)	0%	?	?
CC(C)C(c1nnnn1C(C)(C)C)N1CCN(c2cccc(Cl)c2)CC1 (stereo unspecified)	-6%	18µM*	13µM*
COc1cccc(NC2c3ccccc3C(=O)N2Cc2ccco2)c1 (stereo unspecified)	0%	21µM*	23µM*
COC(=O)c1ccccc1NC(=O)C1CCCN(S(=O)(=O)c2ccc(F)cc2)C1 (stereo unspecified)	1%	15µM*	10µM*
c1ccc(Sc2ncnc3ccccc23)cc1	-10%	?	?
CCOC(=O)NC(=S)Nc1ccc(C(C)(C)C)cc1Br	-5%	-10%	-29%
O=c1[nH]c(/C=C\c2ccccc2F)nc(O)c1[N+](=O)[O-]	-9%	-2%	6%
O=C1C(=C2SCCCS2)CC/C1=C\c1ccc(F)cc1	-9%	?	?
COc1cccc(C(=O)c2cn(CC(=O)NCc3ccccc3Cl)c3nc(C)ccc3c2=O)c1	2%	?	?
NS(=O)(=O)c1ccc(NC(=O)COC(=O)/C(=C/c2cccs2)c2cccs2)cc1	?	-11%	-10%
COc1cc2c(cc1OC)CN(CC(=O)Nc1ccc(F)cc1)C(C(=O)O)C2 (stereo unspecified)	-20%	20%	6%
Cc1cc(C)c(CN2CCC(n3nccc3NC(=O)c3ccccc3Cl)CC2)cc1C	-4%	15µM*	?
CCCCCCSc1cccc(-c2nc3cc(C)ccn3c2NC2CCCCC2)c1	-11%	21µM*	16µM*
N#Cc1ccc(OCC(=O)NN2Cc3ccccc3C2=N)cc1	-5%	11%	-15%
Cc1ccc(CN2CCSc3ccc(C(=O)Nc4ccc(C)cc4)cc32)cc1	-11%	16µM*	16µM*

Among those listed so far, seven contain an aryl thioether with sulfur outside any ring:
SMILES	KAT2A inh	DT40 TDP1 CPT	DT40 TDP1 no CPT
Cc1cc(C)cc(-c2nnc(SCC(=O)N3CCN(C(=O)c4ccco4)CC3)o2)c1	-1%	?	-28%
Cc1cc2c(cc3c(SCc4cccc(Cl)c4)nnc(C)n32)o1	-4%	?	?
O=C1c2ccccc2C(=O)N1CCCCSc1nc2ccccc2o1	-7%	8%	3%
Cc1nnc(SC(C(=O)c2ccccc2)c2ccccc2)[nH]c1=O (stereo unspecified)	15%	0%	-3%
CCC(C)NC(=O)c1ccccc1NC(=O)c1ccc(CSc2ccccc2)cc1 (stereo unspecified)	0%	?	?
c1ccc(Sc2ncnc3ccccc23)cc1	-10%	?	?
CCCCCCSc1cccc(-c2nc3cc(C)ccn3c2NC2CCCCC2)c1	-11%	21µM*	16µM*

(continued)
SMILES	KAT2A inh	DT40 TDP1 CPT	DT40 TDP1 no CPT
Cc1ccsc1C(=O)Nc1cccc(-n2cnnn2)c1	-9%	-4%	-3%
O=C(CSc1nnnn1-c1ccc2c(c1)OCCO2)Nc1nc2c(s1)CCCC2	4%	?	?
CCCN(C(=O)c1cc2c(=O)[nH]c3ccc(C)cc3c2s1)c1ccc(CC)cc1	1%	-3%	-11%
CN1C(=O)C2(N=c3ccccc3=N2)c2ccccc21	-4%	?	15µM*
CCOC(=O)c1[nH]c(C)c(/C(O)=C2\C(=O)C(=O)N(CCCN3CCOCC3)C2c2cccnc2)c1C (stereo unspecified)	-17%	-1%	2%
O=C(NCCSCc1ccco1)Nc1ccc(Cl)cc1	/	?	12µM*
O=C(COC(=O)CSCc1ccccc1)NCc1ccccc1	0%	18%	0%
C[C@H](CO)N1C[C@H](C)[C@@H](CN(C)CC2CCOCC2)Oc2cc(C#Cc3ccccc3F)ccc2S1(=O)=O	/	18µM*	9.2µM*
COC(=O)C1C2CCCCC1C(=O)O2 (stereo unspecified)	/	-17%	?
Cc1cc(C(=O)CN2C(=O)NC3(CCCc4ccccc43)C2=O)c(C)n1Cc1ccccc1 (stereo unspecified)	-7%	?	?
COc1ccc(C(=O)C2CCCN(C(=O)c3c4c(nn3C)CCCC4)C2)cc1F (stereo unspecified)	-3%	-25%	?
CCC(C)n1[nH]c(=O)c2c(C)cc(C)nc21 (stereo unspecified)	-5%	-7%	-4%

An excerpt of these results, with two lines to a compound.
Sequence of screens – KAT2A inh, DT40 TDP1 CPT, DT40 TDP1 no CPT
CCCCNS(=O)(=O)c1ccc(NC(=O)Cc2ccc(OC)cc2)cc1
→ -5%, 13µM*, 7.3µM*
CCc1ccc2[nH]cc(S(=O)(=O)c3ccc(C(C)C)cc3)c(=O)c2c1
→ -1%, ?, ?
CNC(=O)c1ccc2nc(Cc3ccccc3)oc2c1
→ -7%, -15%, -16%
O=C1c2ccccc2C(=O)N1CCCCSc1nc2ccccc2o1
→ -7%, 8%, 3%
Cc1cccc(N=Nc2c(O)[nH]c3ccc(Br)cc23)c1
→ 0%, ?, 2%
O=C(Nc1ccc(Oc2ccccc2)cc1)C1CCN(S(=O)(=O)c2ccc(Cl)cc2)CC1
→ -1%, -18%, ?
Cc1nnc(SC(C(=O)c2ccccc2)c2ccccc2)[nH]c1=O (stereo unspecified)
→ 15%, 0%, -3%

(more compounds)
SMILES	KAT2A inh	DT40 TDP1 CPT	DT40 TDP1 no CPT
CSc1nc2ccccc2c(=O)n1C1CCOC(C)(C)C1 (stereo unspecified)	4%	-15%	-15%
Nc1nc(-c2ccco2)nn1C(=O)CCc1ccccc1	1%	-4%	1%
CCOc1ccc(NC(=O)C2CCN(S(C)(=O)=O)CC2)cc1	0%	?	10%
COc1ccccc1-c1ccc2c(c1)C(C)(Cc1ccc(Cl)cc1)C(=O)N2 (stereo unspecified)	/	2%	0%
O=C1C(Cl)=C(N2CCOCC2)C(=O)N1c1cccc(Cl)c1	-3%	-24%	?
CCOC(=O)C(/C=C(\C#N)C(=O)OCC)=C(/N)N1CCN(c2ccc(OC)cc2)CC1	/	-18%	-11%
CN(C)S(=O)(=O)c1ccc(C(=O)Nc2ccc(CN3CCCC3)cc2)cc1	-6%	?	-6%
COc1ccc(-c2nc(-c3cccc([N+](=O)[O-])c3O)cc(=O)o2)cc1OC	0%	-8%	-14%
COc1cccc(CN(CCC(=O)O)Cc2cccc(OC)c2)c1	/	2%	?
CN(C)S(=O)(=O)n1cc(/C=C(\NC(=O)c2ccccc2F)C(=O)N2CCCC2)c2ccccc21	-8%	?	?
Oc1cccc(/C=N/N2CCN(c3ccccn3)CC2)c1	-1%	-14%	-21%
C=CCn1c(SCC(=O)Nc2ccccc2C)nc2sc(C)c(C)c2c1=O	-2%	-26%	?
CCOc1ccccc1NC(=O)COC(=O)C1CC1	1%	2%	3%
O=C(COC(=O)CCCN1C(=O)c2cccc3cccc(c23)C1=O)Nc1cccc(C(F)(F)F)c1	-5%	-10%	-11%
O=C(c1ccc2c(c1)N(Cc1cccc(Cl)c1)C(=O)c1ccccc1S2(=O)=O)N1CCCCCC1	-7%	18µM*	23µM*
COC(=O)c1sc(NC(=O)c2ccc(Cn3cc(Cl)cn3)o2)c(C#N)c1C	-21%	16µM*	?

As entered above:
DT40 TDP1 no CPT, O=C(COC(=O)CCCN1C(=O)c2cccc3cccc(c23)C1=O)Nc1cccc(C(F)(F)F)c1 is entered as -11%
KAT2A inh, CCOc1ccccc1NC(=O)COC(=O)C1CC1 is entered as 1%

Screens as filed in PubChem BioAssay.
